From PubChem
NPYLR7 ag = activates Aedes aegypti NPYLR7 receptor; HEK293T NPYLR7/Galpha15, GCaMP6s calcium fluorescence; 0.15% of 270,000 active; AID 1259423; activation, % at 10 µM; in the data active = activation above about 40%;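 note: 0% = vehicle and 100% = reference agonist at the receptor; some compounds past the cut are filed as inactive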
mcGAS inh = blocks mouse cGAS activity; 0.15% of 160,000 active; AID 1259399; recombinant cGAS, Kinase-Glo ATP depletion luminescence; inhibition, % at 12.5 µM;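 note: 0% = negative control wells and 100% = reference inhibitor with no enzyme activity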
hcGAS inh = inhibitors of human cGAS; recombinant h-cGAS, ATP depletion, Kinase-Glo luminescence; inhibition, % at 12.5 µM; 0.081% of 290,000 active;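 note: 0% = vehicle reaction and 100% = reaction without DNA for no activity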
Target sequence (Q8N884 whole entry, looked up): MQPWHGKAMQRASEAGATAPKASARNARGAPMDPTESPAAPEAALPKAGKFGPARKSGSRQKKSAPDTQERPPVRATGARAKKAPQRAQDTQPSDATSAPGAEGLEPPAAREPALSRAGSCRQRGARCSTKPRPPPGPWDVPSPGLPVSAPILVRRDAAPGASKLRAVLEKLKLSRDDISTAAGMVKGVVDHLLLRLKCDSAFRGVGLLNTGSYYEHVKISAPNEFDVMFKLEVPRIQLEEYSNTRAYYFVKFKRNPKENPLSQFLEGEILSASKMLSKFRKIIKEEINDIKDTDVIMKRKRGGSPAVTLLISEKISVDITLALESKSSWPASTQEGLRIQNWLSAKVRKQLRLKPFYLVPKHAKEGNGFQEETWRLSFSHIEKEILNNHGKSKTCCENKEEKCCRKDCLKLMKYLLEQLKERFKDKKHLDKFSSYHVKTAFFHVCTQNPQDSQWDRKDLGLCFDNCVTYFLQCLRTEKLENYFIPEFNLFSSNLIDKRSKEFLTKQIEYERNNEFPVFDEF
Numbers without * were called inactive; . = not tested or not shown; & = joins results of further samples. Cut-off read from the data, not from the text of the source, unless noted: active = inhibition above about 40%; inactive = the rest.

Start of the listing, in advance:
SMILES	NPYLR7 ag	mcGAS inh	hcGAS inh
O=C(NCCc1ccc(F)cc1)N1CCN(C(c2ccccc2)c2ccc(Cl)cc2)CC1 (centres undefined)	-3	1	2
COCC(=O)N(CCN1CCOCC1)Cc1nccn1Cc1cccc(Cl)c1	13	-3	-3
C=C(C)CN(C)C(=O)CC(=O)NC12CC3CC(CC(C3)C1)C2	13	.	-6
Cc1c(NCc2cccnc2)cccc1C(=O)NCCc1cnc[nH]1	12	-16	-9
CN(C)C1(CNC(=O)c2ccc(C#CC(C)(C)O)o2)CCSC1 (centres undefined)	8	-18	-5
CC(C)c1cc(C(=O)NCCc2csc(-c3cccnc3)n2)n(C)n1	-3	.	5
COC(=O)c1sc(N)c(C(=O)OC)c1C	1	.	-3
C=CCn1cc([C@@H]2C[C@H](NC(C)=O)C[C@H](C3CCCCC3)O2)c(C)n1	20	-17	-6
COc1ccc(Br)cc1C=CC(=O)N1CCCC1c1nc2ccccc2s1 (centres undefined)	-2	.	-10
Cc1ccn(CC(=O)N2CCCCCCNC(=O)[C@@H]3CCCC[C@@H]32)n1	.	-5	-12
Cc1nnc(NC(=O)CCNC(=O)C2CCCC2)s1	-4	.	-8
Cc1noc(C)c1C(=O)N1CCN(Cc2cc(=O)c(OCc3ccc(-c4ccccc4C#N)cc3)co2)CC1	30	-7	-13
CC(C)(C)C(=O)N1CCCC(C(=O)NC(C#N)c2ccsc2)C1 (centres undefined)	-5	.	-8
CCSc1nnc(NC(=O)CN2CCc3[nH]nc(C(C)C)c3C2)s1	17	-17	-7
O=C(O)c1cc(S(=O)(=O)N2CCc3ccccc32)c(F)cc1F	3	.	-12
Nc1nc2ccc(S(=O)(=O)N3CCOCC3)cc2s1	11	.	1
O=C(CSc1ccccc1)Nc1cccc(-c2cccc(-c3ccc(F)cc3)n2)c1	3	-7	-8
COc1ccc(-c2nc3cc(C)ccn3c2NC(=O)c2cccc(C(F)(F)F)c2)cc1OC	-3	-5	-3
O=C(N=C1N=C2C=CC(I)=CN2Cc2ccccc21)C(F)(F)F	8	.	-2
COC[C@@H]1CCCN1C(=O)c1ccc(Nc2cc(Nc3ccc4ncsc4c3)nc(N)n2)cc1	-2	-4	-1
Cc1[nH]c2c(F)cccc2c1CC(=O)N1CCC2(CC1)CNC(=O)O2	4	-13	-5
C=CCn1c(SCc2ccc(Br)cc2)nnc1-c1ccc(OC)cc1	.	-4	-6
Clc1cc2c(c3ncccc13)OCN(Cc1cccnc1)C2	0	5	-9

The listing, from the first entry:
SMILES	NPYLR7 ag	mcGAS inh	hcGAS inh
O=C(NCCc1ccc(F)cc1)N1CCN(C(c2ccccc2)c2ccc(Cl)cc2)CC1 (centres undefined)	-3	1	2
COCC(=O)N(CCN1CCOCC1)Cc1nccn1Cc1cccc(Cl)c1	13	-3	-3
C=C(C)CN(C)C(=O)CC(=O)NC12CC3CC(CC(C3)C1)C2	13	.	-6
Cc1c(NCc2cccnc2)cccc1C(=O)NCCc1cnc[nH]1	12	-16	-9
CN(C)C1(CNC(=O)c2ccc(C#CC(C)(C)O)o2)CCSC1 (centres undefined)	8	-18	-5
CC(C)c1cc(C(=O)NCCc2csc(-c3cccnc3)n2)n(C)n1	-3	.	5
COC(=O)c1sc(N)c(C(=O)OC)c1C	1	.	-3
C=CCn1cc([C@@H]2C[C@H](NC(C)=O)C[C@H](C3CCCCC3)O2)c(C)n1	20	-17	-6
COc1ccc(Br)cc1C=CC(=O)N1CCCC1c1nc2ccccc2s1 (centres undefined)	-2	.	-10
Cc1ccn(CC(=O)N2CCCCCCNC(=O)[C@@H]3CCCC[C@@H]32)n1	.	-5	-12
Cc1nnc(NC(=O)CCNC(=O)C2CCCC2)s1	-4	.	-8
Cc1noc(C)c1C(=O)N1CCN(Cc2cc(=O)c(OCc3ccc(-c4ccccc4C#N)cc3)co2)CC1	30	-7	-13
CC(C)(C)C(=O)N1CCCC(C(=O)NC(C#N)c2ccsc2)C1 (centres undefined)	-5	.	-8
CCSc1nnc(NC(=O)CN2CCc3[nH]nc(C(C)C)c3C2)s1	17	-17	-7
O=C(O)c1cc(S(=O)(=O)N2CCc3ccccc32)c(F)cc1F	3	.	-12
Nc1nc2ccc(S(=O)(=O)N3CCOCC3)cc2s1	11	.	1
O=C(CSc1ccccc1)Nc1cccc(-c2cccc(-c3ccc(F)cc3)n2)c1	3	-7	-8
COc1ccc(-c2nc3cc(C)ccn3c2NC(=O)c2cccc(C(F)(F)F)c2)cc1OC	-3	-5	-3
O=C(N=C1N=C2C=CC(I)=CN2Cc2ccccc21)C(F)(F)F	8	.	-2
COC[C@@H]1CCCN1C(=O)c1ccc(Nc2cc(Nc3ccc4ncsc4c3)nc(N)n2)cc1	-2	-4	-1
Cc1[nH]c2c(F)cccc2c1CC(=O)N1CCC2(CC1)CNC(=O)O2	4	-13	-5
C=CCn1c(SCc2ccc(Br)cc2)nnc1-c1ccc(OC)cc1	.	-4	-6
Clc1cc2c(c3ncccc13)OCN(Cc1cccnc1)C2	0	5	-9
Cc1ccc2oc(-c3cccc(NC(=O)c4ccc(Cl)cc4)c3C)nc2c1	2	-5	-5
CCCCN1C(=O)CCc2cc(NC(=O)NCCc3ccc(OC)cc3)ccc21	-10	.	-1
Cc1ccsc1-c1nc(COc2ccc(-n3cncn3)cc2)c(C)o1	9	-9	-1
N#CCn1cnc2c(-c3ccccc3)csc2c1=O	1	-10	-6
C=C(Cl)CN1CCCC(C(C)NC(=O)NC(C)(C)C)C1 (centres undefined)	5	.	-16
CSc1cccc(CN(C(=O)c2cccn2C)C(C)C)c1	-5	2	3
Cc1cnccc1NCCNC(=O)C1CCOC1 (centres undefined)	2	.	-6
COc1cc(NC(=O)CNCc2ccc(C(F)(F)F)nc2)cc(OC)c1	14	.	-5
CCOc1ccc(-c2cc(C(=O)N/N=C\c3cccs3)[nH]n2)cc1OC	3	-3	-4
COc1ccc(N2CCN(c3cc(C(F)(F)F)nc(SCc4cccc(C(=O)NCc5ccccn5)c4)n3)CC2)cc1	.	-5	-2
CCCC(=O)N(Cc1ccncc1)c1nc2c(C)cc(Cl)cc2s1	3	-8	-5
O=C(NC1CCCCC1)C1CCN(S(=O)(=O)c2cnc[nH]2)CC1	6	2	1
Cc1c(C#N)c(NC(=O)CN(C)C(C)c2ccc(F)cc2)n(CC2CCCO2)c1C (centres undefined)	-4	0	1
CCN(CC)c1ccc2cc(-c3nnc(Nc4ccc(C#N)cc4)s3)c(=O)oc2c1	-5	-3	-8
c1ccc(-c2nccc(Nc3cn[nH]c3)n2)cc1	0	-16	-4
CC(C)(C)S(=O)(=O)c1ccc(NCCN2CCCCCC2)nn1	.	-6	-8
O=C(NCc1ccccc1)c1cc(NC(=O)C23CC4CC(CC(C4)C2)C3)ccc1N1CCCC1	7	-5	0
O=C(C1CC=CCC1)N1CCc2onc(C(c3ccccc3)c3ccccc3)c2C1 (centres undefined)	13	-10	-4
COC(=O)C1=C(C)N(C2CCCCC2)C(=O)C1	8	.	2
O=C(NCC1CCCN(Cc2ccoc2)C1)c1ccc(-c2ccccc2)cc1 (centres undefined)	0	.	-5
NC(=O)c1ccccc1NC(=O)CCCn1nc(-c2ccccc2)ccc1=O	9	-7	-7
C=C(C)Cn1c(=O)c2c(nc3n2CCCN3c2ccc(F)cc2)n(C)c1=O	2	.	-8
COc1ccc(OC)c(COC(=O)c2[nH]c(C)c(C(C)=O)c2C)c1	4	.	-9
COc1ccc(C(=O)Oc2c(S(=O)(=O)c3ccc(C)cc3)c(C)nn2C(C)(C)C)cc1OC	2	0	5
N#CC1C(=N)Oc2cc(N)ccc2C1c1ccc(F)cc1 (centres undefined)	0	1	-2
C[C@H](CO)N(CC(=O)N(C)Cc1cccc(C(F)(F)F)c1)Cc1ccccc1	6	.	-10
CC(C)c1ncc2c(n1)CN(CCS(=O)c1ccccc1)CC2 (centres undefined)	7	.	-10

(more compounds)
SMILES	NPYLR7 ag	mcGAS inh	hcGAS inh
COc1ccc(-c2ccc(N)nc2)c(C)c1	21	.	-2
Cc1ccc(CN(Cc2ccc(F)cc2)C(=O)CNC(C)(C)C)o1	0	-4	-3
CNCc1sccc1C	16	.	-10
COc1cccc(C2CCCCN2Cc2nc(-c3cccs3)oc2C)c1 (centres undefined)	-1	.	-8
COc1cccc(COC(CN2CCN(C(=O)c3ccccc3Cl)CC2)c2ccc(Cl)cc2)c1 (centres undefined)	-6	0	-2
COc1cccc(C2c3[nH]c4ccccc4c3CCN2C(=O)C2=C(C)OCCO2)c1OC (centres undefined)	9&-2	.	-1&2
Cc1nc2sc3c(c2c(=O)n1N=CN(C)C)CCCC3	5	-4	-3
COCC(=O)NC(c1ccccc1Cl)c1ccccc1OC (centres undefined)	4	.	-7
Cc1ncccc1Oc1ncnc(N2Cc3cnn(CCO)c3C2)c1C	-2	.	-5
CCOC(=O)C1CCCN(C(=O)CCCSc2ccc(NC(=O)C3CC3)nn2)C1 (centres undefined)	-1	-9	-6
Cc1cc(Oc2cc(C(F)(F)F)nc(SCc3ccccc3C)n2)ccc1Cl	0	-5	-6
COc1ccc(-c2cnc3ncnn3c2N2CCN(C(=O)Nc3ccc(OC)cc3OC)CC2)cc1	18	-6	0
Cc1ccc(N2C(=O)CC(N3CCN(C4CC(=O)N(c5ccc(C)cc5C)C4=O)CC3)C2=O)c(C)c1 (centres undefined)	-6	-1	-2
CN1C[C@H]2CN(C)c3ccccc3[C@@H]2N(C(=O)COc2ccccc2)CCC1=O	-3	-1	9
Cc1ccc(CCC2CCN(C(=O)C3CCN(S(=O)(=O)c4ccc(F)c(F)c4)CC3)CC2)cc1	-1	-2	2
COCCCNc1cc(C)nn2cnnc12	-2	-7	-5
O=C(CCl)Nc1ccc(-c2nnc3n2CCCCC3)cc1	6	.	-7
O=C(Cn1nc(C2CCNCC2)n(Cc2ccccc2)c1=O)N1CCCCC1	5	.	-6
c1ccc2c(c1)CC1(CCCCC1)n1nnnc1-2	0	.	-4
COCc1cccc(-c2ccc3c(c2)N(CCN2CCOCC2)C(=O)COC3)c1	6	.	-6
CC(C)(C)OCC1CN(CCc2ccccc2)C(=O)c2cccnc2O1 (centres undefined)	-2	-6	-5
O=C(CCl)Nc1ccc(Oc2ccc(Br)cc2)cc1	7	.	-5
Cc1ccc(-c2cc3c(=O)n(Cc4nc(-c5ccccc5)no4)ccn3n2)cc1	0	-8	-7
CC1C(=O)N(c2ccc(F)cc2F)CCN1C(=O)c1cccs1 (centres undefined)	0	-6	-3
Cn1c(=O)c2c(-c3ccc(C(C)(C)C)cc3)c(NCc3ccccc3)oc2n(C)c1=O	-2	-4	-6
Cc1cccc(-n2ncc3c2ncn2c(-c4ccc(O)cc4)nnc32)c1	6	-10	-7
COc1ccc2c(c1)CN(S(=O)(=O)c1c(C)noc1C)CC2	13	-16	-5
Nc1cc(N2CCCC(C(=O)c3ccc(Oc4ccccc4)cc3)C2)ncn1 (centres undefined)	-2	.	-2
COc1cccc(OC)c1C(=O)N1C(C(=O)NC(C)c2ccccc2)COC12CCCC(C)C2 (centres undefined)	-17	2	6
COc1ccccc1-c1c(C(F)(F)F)oc2c(CN(C)C)c(O)ccc2c1=O	-8	-6	-1
Cc1ccc(C)c(Oc2ccc(CNC(=O)N3CCC(C(N)=O)C3)cn2)c1 (centres undefined)	1	.	-1
O=c1oc2ccccc2c(O)c1C=Nc1ccc(F)cc1	-1	-1	-1
CCc1ncc(C(=O)N(CC)Cc2nc(-c3cccc(C)c3)no2)cn1	22	-17	-7
CCc1nc2ccc(C(=O)Nc3cccc(OCC(=O)N(C)C)c3)cn2c1N(C=O)Cc1ccc(OC)cc1	24	-2	-6
CNC(=O)Cc1csc(SCC(=O)c2ccc3c(c2)OCO3)n1	.	-6	-1
CCN(CC)C(C)C(=O)Nc1c2c(cc3c1CCC3)CCC2 (centres undefined)	-2	.	-9
CC(C)Cc1ncc2c(n1)CN(C(=O)c1ccccn1)C2	7	.	-6
CC(C)(C)C(=O)CSc1nnc(-c2cc(-c3ccccc3)nc3ccccc23)o1	-15	.	-1
Cc1nn2cc(-c3ccc(Br)cc3)cc2c2c(C)n(C)c(C)c12	0	.	-7
O=C(Nc1c(F)cccc1Oc1ccccc1)C1CCOC1 (centres undefined)	7	.	-10
COc1ccc(CN(C)C(C)c2ccccn2)c(C)c1C (centres undefined)	.	-13	-6
O=c1onc2n1-c1cc(Br)ccc1OC2	5	-4	-7
COc1ccc(C=C2SC(=S)NC2=O)c(OC)c1OC	-6	.	9
O=C1CSC(c2cccs2)N1c1ccc(F)cc1F (centres undefined)	-9	-5	-4
CC(C#N)Sc1nnc(-c2ccco2)o1 (centres undefined)	1	.	-12
CCc1ccc(-n2c(C)cn3c4c(=O)n(CCN5CCCCC5)c(=O)n(C)c4nc23)cc1	11	.	-6
Cc1ccc2nc(SCC(=O)Nc3cccc(Cl)c3)nc(=O)n2c1	3	-6	-4
O=C(Nc1ccc2c(c1)CN(C(=O)Cn1nc3ccccc3n1)CC2)C1CCCO1 (centres undefined)	8	.	-3
CNC(=O)CCN1C(=O)CSC1c1ccc(C)cc1 (centres undefined)	28	-7	-7
Cc1ccnc(N2CCN(c3cc(C)c(C#N)c4nc5ccccc5n34)CC2)c1	2	-2	-6

The results go on.
SMILES	NPYLR7 ag	mcGAS inh	hcGAS inh
COc1cc(Br)c(S(=O)(=O)NCC2COC(C)(C)O2)cc1OC (centres undefined)	11	.	-4
CC(=O)Nc1ccc(N(CC(O)CON=C2c3ccccc3-c3ccccc32)S(C)(=O)=O)cc1 (centres undefined)	8	-7	-11
CN(CC(=O)NCCc1ccc(Cl)cc1Cl)c1nc(Cc2ccc(Cl)cc2)ns1	-5	-6	-8
COc1ccc(S(=O)(=O)NCCc2csc3nc(-c4ccc(C)cc4)nn23)cc1OC	-13	-7	-5
COc1cccc(C2(C)NC(=O)N(NC(=O)CN3CCCc4ccccc43)C2=O)c1 (centres undefined)	9	-5	-12

Rows were taken by chance; about 0.26% have a hit in one of these screens.
